Gli-Sufu antag = Gli-Sufu pathway antagonists, primary screen, luciferase luminescence, Sufu-KO-LIGHT cells, uHTS. Sufu-KO-LIGHT fibroblasts, Gli luciferase reporter luminescence. inhibition, % at 5 µM. 0.74% of 340,000 active;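 active means inhibition above about 55%, limit read from the data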;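 further: 0% = DMSO-treated cells and 100% = wells with medium but no cells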
UBC13 polyUb = UBC13 polyubiquitin chain formation inhibitors, primary screen, biochemical, TR-FRET, uHTS. Ubiquitin-conjugating enzyme E2 N (Homo sapiens), P61088. inhibition, % at 20 µM. 0.47% of 330,000 active. AID 485273, 2010; in the data active means inhibition above about 45%, passing the limit was not always enough
Target sequence (P61088 whole entry, looked up): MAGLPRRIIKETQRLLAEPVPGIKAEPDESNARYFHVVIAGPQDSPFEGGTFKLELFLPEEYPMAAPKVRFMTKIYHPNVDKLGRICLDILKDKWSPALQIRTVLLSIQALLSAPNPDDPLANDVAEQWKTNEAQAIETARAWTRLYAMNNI
697 NFkB inh = inhibitors of PMA/ionomycin-induced NF-kB reporter, 697 cells, primary screen, B-cell NF-kB inhibitor project, cell-based, luminescence, uHTS | 0.33% of 330,000 active | 697 B-cell NF-kB luciferase reporter, 16 h | AID 435022, 2010 | inhibition, % at 4 µM; in the data active means inhibition above about 35%
Apaf-1 inh = inhibitors of human Apaf-1 apoptosome, primary screen, biochemical, DEVD-Rh110 fluorescence, uHTS. Apoptotic protease-activating factor 1 (Homo sapiens), O14727. reconstituted apoptosome caspase-3 activity. inhibition, % at 20 µM. 0.71% of 330,000 active. AID 489030, 2010; active means inhibition of at least 40% at 20 µM;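 further: plate controls were DMSO wells for no effect and DEVD-CHO caspase inhibitor wells for full effect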
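System: Apoptosome proteins | Medium: Hepes pH 7.5 with detergent and BSA | Also added: Cytochrome c trigger plus (Z-DEVD)2-Rh110 caspase-3 substrate | Incubation: 30 min compound preincubation, 50 min activation, room temperature | Detection: Rhodamine 110 fluorescence at Ex 480/Em 540 nm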
SENP7 inh = SENP7 protease inhibitors, primary screen, biochemical, luminescence, uHTS; Sentrin-specific protease 7 (Homo sapiens), Q9BQF6; recombinant SENP7, Z-RLRGG-aminoluciferin luminescence, 40 min; inhibition, % at 5 µM; 1.5% of 330,000 active; AID 434973, 2010;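 active means inhibition above about 50% at the single test dose, limit read from the data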;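 further: plate controls were DMSO with enzyme for no effect and no enzyme buffer wells for full effect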
Target sequence (Q9BQF6 706-1050 limits assumed): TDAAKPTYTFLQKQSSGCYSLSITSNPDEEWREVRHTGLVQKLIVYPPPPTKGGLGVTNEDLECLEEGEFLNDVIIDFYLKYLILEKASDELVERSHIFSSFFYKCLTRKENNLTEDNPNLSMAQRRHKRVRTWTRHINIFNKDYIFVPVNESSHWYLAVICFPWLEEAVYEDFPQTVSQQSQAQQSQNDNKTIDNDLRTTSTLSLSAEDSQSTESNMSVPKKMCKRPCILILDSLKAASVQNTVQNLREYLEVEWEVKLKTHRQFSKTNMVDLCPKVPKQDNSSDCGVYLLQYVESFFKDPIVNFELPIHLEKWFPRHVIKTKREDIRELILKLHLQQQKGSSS
HKDC1 inhibitor = HKDC1 hexokinase inhibitors, primary screen, biochemical, fluorescence, uHTS; Q2TB90; 0.16% of 340,000 active; inhibition, % at 20 µM; AID 493160, 2011; recombinant HKDC1, G6PDH/diaphorase resazurin coupled fluorescence;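 active means inhibition above about 35% when tested at 20 µM, limit read from the data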;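 further: plate controls were DMSO wells with enzyme for no effect and DMSO wells lacking enzyme for full effect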
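System: Recombinant HKDC1 hexokinase | Amount: HKDC1 at 5 µg/mL | Reagent: Glucose with 1 mM ATP | Doses: Single 20 µM dose | Incubation: Reaction time 90 min, room temperature, protected from light | Signal: Coupled resazurin fluorescence, excitation 525 nm, emission 613 nm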
SENP8 block = SENP8 protease inhibitors, primary screen, biochemical, luminescence | purified SENP8, Z-RLRGG-aminoluciferin cleavage | 1.2% of 330,000 active | inhibition, % at 10 µM | AID 2540, 2010 | Sentrin-specific protease 8 (Homo sapiens), Q96LD8
Target sequence (Q96LD8 whole entry, looked up): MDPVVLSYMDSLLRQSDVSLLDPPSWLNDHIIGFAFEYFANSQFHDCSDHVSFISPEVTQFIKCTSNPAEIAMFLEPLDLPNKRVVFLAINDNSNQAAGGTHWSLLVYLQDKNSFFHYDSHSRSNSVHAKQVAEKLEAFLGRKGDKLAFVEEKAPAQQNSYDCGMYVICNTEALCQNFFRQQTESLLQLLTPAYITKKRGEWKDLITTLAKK
Jurkat NFkB inh = inhibitors of induced NF-kB luciferase reporter, primary screen, TCR NF-kB activation inhibitor project, cell-based, luminescence, uHTS; Jurkat, PMA/ionomycin-induced NF-kB luciferase reporter; inhibition, % at 4 µM; 0.53% of 330,000 active
Active calls of the source: *; . = no result given. Unless noted, no stated cut-off is given here; in the data, active means inhibition above about 50%; inactive means the rest.

Short forms: A = Gli-Sufu antag; B = UBC13 polyUb; C = 697 NFkB inh; D = Apaf-1 inh; E = SENP7 inh; F = HKDC1 inhibitor; G = SENP8 block; H = Jurkat NFkB inh
mol: COCCNC(=O)C(C)OC(=O)c1cc2sccc2n1C (configuration not stated)
  A: -4 | B: 0 | C: -4 | D: 2 | E: 9 | F: -4 | G: -1 | H: -11

mol: CCN(CC(=O)Nc1c(F)cccc1F)C(=O)C1CCN(C(=O)c2ccc(Cl)cc2)CC1
  A: -9 | B: -13 | C: -5 | D: 0 | E: -2 | F: -1 | G: 6 | H: 13

mol: COc1cc(C(=O)Nc2ccc3c(c2)ncn3C)cc(OC)c1OC
  A: . | B: -6 | C: -53 | D: 4 | E: -7 | F: 5 | G: 1 | H: 52*

mol: CCCC(C)c1nnc(NC(=O)COc2ccc3c(c2)OCO3)s1 (configuration not stated)
  A: -6 | B: -5 | C: -1 | D: 12 | E: 9 | F: 5 | G: 2 | H: 9

mol: CCCCN1C(=O)C2(OCCCO2)c2cccc(C)c21
  A: -18 | B: -2 | C: -9 | D: 7 | E: -4 | F: -4 | G: 0 | H: -1

mol: CC1=NC2(CCCc3c2no[n+]3[O-])N(O)C1(C)C (configuration not stated)
  A: 3 | B: -7 | C: 11 | D: -15 | E: 0 | F: -7 | G: -2 | H: 10

mol: COc1ccc(OC)c(S(=O)(=O)N2CCN(c3ccccc3)CC2)c1
  A: 6 | B: 9 | C: 11 | D: 5 | E: -8 | F: -3 | G: -6 | H: 21

mol: Cc1cccc(NC(=O)Cc2noc3ccccc23)c1C
  A: . | B: 2 | C: -15 | D: -8 | E: -8 | F: 13 | G: -19 | H: -13

mol: COc1ccccc1CC(=O)NCCCc1ccccc1
  A: -3 | B: -3 | C: -18 | D: 5 | E: 3 | F: -6 | G: -11 | H: -7

mol: COc1ccc(C(O)(CCN2CCOCC2)c2ccccc2)cc1 (configuration not stated)
  A: 1 | B: 4 | C: -6 | D: 4 | E: -2 | F: -1 | G: 9 | H: -8

mol: O=S(=O)(NCCCN1CCOCC1)c1ccc(Cl)s1
  A: 7 | B: 9 | C: 19 | D: -13 | E: -1 | F: -4 | G: 4 | H: -3

mol: Cc1ccc(SC(C)C(=O)N2CCCC2)cc1 (configuration not stated)
  A: 7 | B: 5 | C: 13 | D: -12 | E: -3 | F: -10 | G: 0 | H: -16

mol: CCOC(=O)C1=C(COC(=O)C(CC)c2ccccc2)NC(=O)NC1C (configuration not stated)
  A: -1 | B: 4 | C: 8 | D: 6 | E: 6 | F: -5 | G: -14 | H: -21

mol: OCCCn1c(C(CO)Nc2nc(-c3ccc(Cl)cc3)cs2)nc2ccccc21 (configuration not stated)
  A: 2 | B: 12 | C: 2 | D: 16 | E: -10 | F: -3 | G: -13 | H: 2

mol: CCOCCCNC(=O)N[C@@H](C)C(=O)OC
  A: 5 | B: 8 | C: 12 | D: -11 | E: 4 | F: -12 | G: 2 | H: 7

mol: Cc1ccc(S(=O)(=O)N(C)c2ccc(C(=O)NCc3ccccn3)cc2)cc1
  A: -3 | B: -2 | C: 3 | D: 7 | E: 6 | F: 5 | G: 0 | H: -7

mol: NC(=O)c1ccc(NC(=O)c2ccccc2S(=O)(=O)c2ccccc2[N+](=O)[O-])cc1
  A: 2 | B: 3 | C: -7 | D: 3 | E: -3 | F: 8 | G: -7 | H: -11

mol: O=C(COc1ccc(S(=O)(=O)NCCc2ccccc2)cc1)N1CCCC1
  A: -1 | B: -3 | C: -16 | D: -10 | E: 6 | F: -9 | G: -5 | H: -10

mol: CC(=O)CSc1ncnc2sc3c(c12)CCC(C)C3 (configuration not stated)
  A: -10 | B: 15 | C: -10 | D: -7 | E: 5 | F: 6 | G: -1 | H: 6

mol: C[C@H]1CN([C@@H](C)CO)C(=O)c2cccc(NC(=O)c3nc4ccccc4s3)c2O[C@H]1CN(C)C(=O)Nc1ccc(F)cc1
  A: 18 | B: 16 | C: 17 | D: 21 | E: 10 | F: 16 | G: -3 | H: 4

mol: OC(c1ccccc1)c1nccc2ccccc12 (configuration not stated)
  A: -3 | B: -1 | C: 6 | D: 4 | E: -3 | F: -8 | G: -5 | H: -9

mol: COc1ccc(NC(=S)Nc2cccc3cnccc23)cc1
  A: 5 | B: -29 | C: -56 | D: 95* | E: 67* | F: 1 | G: -7 | H: 14

mol: Cc1cc(NC(=O)CSc2nnc(-c3ccoc3C)n2N)no1
  A: -9 | B: -26 | C: -6 | D: 8 | E: 0 | F: -2 | G: -5 | H: -15

mol: Cc1ccc(-n2ncc3c2CCCC3NC(=O)CCCN2CCCC2=O)cc1C (configuration not stated)
  A: 5 | B: -5 | C: 0 | D: -4 | E: 8 | F: -6 | G: -6 | H: -8

mol: O=C(COC(=O)c1cc(=O)[nH]c2ccccc12)NCc1ccc(F)cc1
  A: 0 | B: 4 | C: -6 | D: 19 | E: -5 | F: -5 | G: -9 | H: 3

mol: C/C(N)=C(/C#N)C(=O)COC(=O)CNS(=O)(=O)c1c(F)cccc1F
  A: 0 | B: -8 | C: 15 | D: 3 | E: -7 | F: -8 | G: -6 | H: -4

mol: C=CCN(C(=O)CNC(=O)c1ccco1)C(C(=O)NC1CCCCC1)c1ccc(OC)cc1OC (configuration not stated)
  A: 2 | B: 0 | C: 2 | D: -3 | E: -1 | F: -9 | G: -1 | H: 4

mol: CCOC(=O)c1c(C)[nH]c(C(=O)Cn2c(=O)c3c(ncn3CC)n(Cc3ccccc3)c2=O)c1C
  A: 0 | B: -3 | C: 11 | D: 16 | E: -1 | F: -2 | G: -1 | H: 17

mol: COc1ccc(S(=O)(=O)N2CCC(C(=O)NCC3CCCO3)CC2)cc1OC (configuration not stated)
  A: -15 | B: 7 | C: 12 | D: -2 | E: 5 | F: -2 | G: 6 | H: 8

mol: COc1ccc(NC(=O)CSc2ccc(-c3ccco3)nn2)cc1OC
  A: 8 | B: 1 | C: -7 | D: -3 | E: 6 | F: 43* | G: -3 | H: 7

mol: CCOC(=O)c1ccc(-n2c(C)nc3c(cnn3-c3ccccc3Cl)c2=O)cc1
  A: -6 | B: -5 | C: -8 | D: 9 | E: 8 | F: 0 | G: 1 | H: -5

mol: Cc1cc(C(=O)NNC(=O)c2ccccc2O)c(C)o1
  A: -5 | B: 11 | C: 9 | D: -2 | E: 10 | F: -7 | G: 1 | H: -7

mol: O=C(c1c[nH]c2ccccc12)C(F)(F)F
  A: 2 | B: -4 | C: 4 | D: -10 | E: -2 | F: 8 | G: 2 | H: 11

mol: COC(=O)n1ccc(C(=O)Nc2ccccc2F)n1
  A: -17 | B: 3 | C: 9 | D: -2 | E: 9 | F: -2 | G: 0 | H: -8

mol: COc1cccc(/C=C(/C#N)c2nc3ccccc3[nH]2)c1OC(C)C(=O)O (configuration not stated)
  A: 11 | B: 6 | C: -4 | D: -2 | E: 6 | F: 4 | G: 0 | H: 13

mol: CN(Cc1ccccc1Br)C(=O)CN1C(=O)NC2(CCCCCC2)C1=O
  A: -1 | B: 7 | C: 6 | D: 1 | E: 8 | F: -3 | G: -1 | H: 5

mol: CCc1noc(C)c1C(=O)N1CCN(S(=O)(=O)c2ccc(C)cc2)CC1
  A: -10 | B: 4 | C: 0 | D: 1 | E: -4 | F: -3 | G: 12 | H: 3

mol: COc1ccc(-c2[nH]ncc2CN(C)Cc2cccnc2)c(OC)c1
  A: 28 | B: -4 | C: -1 | D: -21 | E: -1 | F: -5 | G: 2 | H: -6

mol: CCc1cc(=O)oc2c3c(cc(OCC(=O)Nc4cccnc4)c12)OC(C)(C)CC3
  A: 15 | B: 20 | C: -8 | D: 17 | E: 1 | F: 7 | G: -4 | H: 0

mol: COc1ccc(C(=O)O)cc1NC(=S)NC(=O)/C=C/c1ccc(C(C)C)cc1
  A: -6 | B: -31 | C: -21 | D: 22 | E: -3 | F: 5 | G: 10 | H: 3

mol: COc1ccc(OCC(O)CNC(=O)c2sccc2Cl)cc1 (configuration not stated)
  A: 7 | B: 2 | C: -17 | D: -23 | E: 1 | F: -3 | G: 4 | H: -15

mol: COc1cc2nc(CN(CCC(C)C)Cc3nc4cc(OC)c(OC)cc4c(=O)[nH]3)[nH]c(=O)c2cc1OC
  A: 10 | B: -6 | C: 22 | D: 1 | E: -2 | F: 4 | G: 3 | H: 9

mol: CC(C)CC(=O)NC(=S)Nc1ccc(S(=O)(=O)N2CCN(C)CC2)cc1
  A: -6 | B: -4 | C: 1 | D: 3 | E: -2 | F: -3 | G: -8 | H: -10

mol: NNC(=S)NCc1ccc2c(c1)OCO2
  A: -2 | B: -8 | C: -2 | D: 10 | E: -1 | F: -11 | G: -10 | H: 4

mol: O=c1c2cc(-c3ccccc3)sc2nc2n1N=C(c1cccs1)CS2
  A: -9 | B: 4 | C: -208 | D: 18 | E: 74* | F: 7 | G: 57* | H: -150

mol: O=C(NC12CC3CC(CC(C3)C1)C2)c1cnccn1
  A: 2 | B: 2 | C: -35 | D: 4 | E: -6 | F: -2 | G: -5 | H: 1

mol: CC(=O)c1ccc(S(=O)(=O)N2CCN(C(=O)CN3C(=O)NC4(CCCC4)C3=O)CC2)cc1
  A: -4 | B: -1 | C: 13 | D: 1 | E: 17 | F: -9 | G: -6 | H: 7

mol: CCOc1ncccc1C(=O)Nc1cccc(C(=O)Nc2cccc(S(=O)(=O)CCO)c2)c1
  A: -12 | B: -2 | C: 14 | D: 5 | E: 0 | F: 0 | G: 12 | H: 5

mol: Cc1nc2ccc(NC(=O)Cc3ccc4c(c3)OCCO4)cc2s1
  A: -2 | B: -8 | C: -3 | D: -2 | E: 3 | F: -3 | G: -6 | H: 4

mol: COc1ccc(CNC(=O)CN(C(=O)CCC(=O)Nc2ccccn2)c2cccc(C)c2C)cc1
  A: -3 | B: 1 | C: 10 | D: 5 | E: -2 | F: 6 | G: 9 | H: 22

Just Jurkat NFkB inh (5 entries from above):
| molecule | Jurkat NFkB inh |
| --- | --- |
| NNC(=S)NCc1ccc2c(c1)OCO2 | 4 |
| CCc1cc(=O)oc2c3c(cc(OCC(=O)Nc4cccnc4)c12)OC(C)(C)CC3 | 0 |
| COc1cc2nc(CN(CCC(C)C)Cc3nc4cc(OC)c(OC)cc4c(=O)[nH]3)[nH]c(=O)c2cc1OC | 9 |
| COc1ccc(S(=O)(=O)N2CCC(C(=O)NCC3CCCO3)CC2)cc1OC (configuration not stated) | 8 |
| CCOc1ncccc1C(=O)Nc1cccc(C(=O)Nc2cccc(S(=O)(=O)CCO)c2)c1 | 5 |

A section from further up, for reference:
Short forms: A = Gli-Sufu antag; B = UBC13 polyUb; C = 697 NFkB inh; D = Apaf-1 inh; E = SENP7 inh; F = HKDC1 inhibitor; G = SENP8 block; H = Jurkat NFkB inh
mol: O=C(NC12CC3CC(CC(C3)C1)C2)c1cnccn1
  A: 2 | B: 2 | C: -35 | D: 4 | E: -6 | F: -2 | G: -5 | H: 1

mol: CC(=O)c1ccc(S(=O)(=O)N2CCN(C(=O)CN3C(=O)NC4(CCCC4)C3=O)CC2)cc1
  A: -4 | B: -1 | C: 13 | D: 1 | E: 17 | F: -9 | G: -6 | H: 7

mol: CCOc1ncccc1C(=O)Nc1cccc(C(=O)Nc2cccc(S(=O)(=O)CCO)c2)c1
  A: -12 | B: -2 | C: 14 | D: 5 | E: 0 | F: 0 | G: 12 | H: 5

mol: Cc1nc2ccc(NC(=O)Cc3ccc4c(c3)OCCO4)cc2s1
  A: -2 | B: -8 | C: -3 | D: -2 | E: 3 | F: -3 | G: -6 | H: 4

mol: COc1ccc(CNC(=O)CN(C(=O)CCC(=O)Nc2ccccn2)c2cccc(C)c2C)cc1
  A: -3 | B: 1 | C: 10 | D: 5 | E: -2 | F: 6 | G: 9 | H: 22
